STAT3 act: increases IL-6 driven STAT3 reporter signal. U3A cells, IL-6 STAT3-luciferase reporter, luminescence; 100% = signal with IL-6 EC80 alone. activation (% of control), % at 5.6 µM. actives 0.91% (n = 190,000);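 active means activation above the screen-wide mean of compound activation plus 3 SD, cut at about 130% in these data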;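 further: 0% = background luminescence of wells with medium and substrate only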
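Test system: STAT3-luciferase reporter U3A cells; Detection: reporter luminescence signal; Times: 1 h compound pre-exposure, 6 h IL-6 stimulation, 37 °C; Benchmarks: IL-6-only high control; Also added: IL-6 stimulus at 33 ng/mL final.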
bIAP activator: increases bovine intestinal alkaline phosphatase activity. actives 0.17% (n = 200,000). purified bovine IAP, CDP-star luminescence, 30 min; hits give high values; fold of DMSO-control signal, blank-subtracted. activation factor at 20 µM;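 active means activation factor of 2 or more at 20 µM, a signal rise over negative controls twice the positive control's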
bIAP inhibitor: blocks bovine intestinal alkaline phosphatase activity. 190,000 tested, under 10 active. inhibition, % at 20 µM. purified bovine IAP, CDP-star luminescence, 30 min. AID 1019;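 active means over 50% inhibition of intestinal alkaline phosphatase at 20 µM in the single-dose screen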
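System: purified bovine intestinal alkaline phosphatase (IAP) enzyme; Input: IAP diluted 1/65,000,000 in the well; Measured by: CDP-star luminescence signal; Compound dosing: 20 µM single dose; Incubation: 30 min reaction at room temperature.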
STAT3 inh: STAT3 signaling inhibition; U3A cells, IL-6 STAT3-luciferase reporter, luminescence; host cell line lacks STAT1; inhibition, % at 5.5 µM; actives 0.89% (n = 190,000); AID 862;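 active means inhibition above the mean inhibition across all screened compounds plus 3 SD, cut at about 44% in these data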;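 further: 0% = DMSO only wells and 100% = 100 µM nifuroxazide control wells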
TNAP act hi DEA: TNAP (human) activation, high acceptor; 200,000 tested, under 10 active; P05186; purified TNAP, CDP-star luminescence, 1 M DEA, 30 min; hits give high values; 0 = EDTA background, 1 = DMSO-only activity; activation factor at 20 µM;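 active means activation factor at least 2 at 20 µM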
Target sequence (P05186 whole entry, looked up): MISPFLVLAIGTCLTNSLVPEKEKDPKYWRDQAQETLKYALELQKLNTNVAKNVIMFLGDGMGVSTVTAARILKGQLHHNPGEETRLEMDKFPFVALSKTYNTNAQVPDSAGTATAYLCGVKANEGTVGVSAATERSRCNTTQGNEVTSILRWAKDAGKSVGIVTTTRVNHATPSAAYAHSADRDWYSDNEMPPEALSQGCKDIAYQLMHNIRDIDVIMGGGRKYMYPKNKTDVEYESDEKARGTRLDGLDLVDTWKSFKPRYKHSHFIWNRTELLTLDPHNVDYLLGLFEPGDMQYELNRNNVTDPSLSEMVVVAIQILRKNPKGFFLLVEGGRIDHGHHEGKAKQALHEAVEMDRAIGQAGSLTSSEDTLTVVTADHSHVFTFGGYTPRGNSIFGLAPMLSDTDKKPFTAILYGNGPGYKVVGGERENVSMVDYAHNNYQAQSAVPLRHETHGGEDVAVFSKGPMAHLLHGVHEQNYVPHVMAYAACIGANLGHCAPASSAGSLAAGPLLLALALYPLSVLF
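Assay system: human TNAP; Input: enzyme diluted 1/800 final; Reagent: CDP-star luminogenic substrate at 100 µM final; Timing: 30 min, room temperature; Signal: luminescence; Evaluation: TNAP activation factor scaled between EDTA and DMSO control wells.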
PPARg SRC-2 ag: promotes SRC-2 coactivator recruitment by human PPARgamma. P37231. PPARgamma LBD-SRC-2 recruitment, biochemical. activation, % at 8 µM. actives 0.34% (n = 200,000). AID 1032; in the data active means activation above about 22%;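 further: 0% = vehicle and 100% = reference agonist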
PPARg SRC-1 ag: agonists of human PPARgamma SRC-1 coactivator recruitment | PPARgamma-SRC-1 coactivator recruitment biochemical assay | activation, % at 8 µM | actives 0.41% (n = 200,000); in the data active means activation above about 19%;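 further: 0% = DMSO and 100% = reference agonist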
STAT1 blocker: STAT1 signaling inhibition; NIH 3T3 STAT1-luciferase reporter, IFN-gamma, luminescence; inhibition, % at 5.5 µM; actives 0.35% (n = 200,000);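 active means inhibition above a set limit, the mean inhibition across all tested compounds plus 3 SD, cut at about 34% in these data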;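 further: 0% = IFN-gamma with DMSO and 100% = IFN-gamma with 300 µM nifuroxazide; values of inactives mirror those of a sister screen read the other way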
ROMK mod: modulates human ROMK potassium channel activity | Tet-inducible ROMK, thallium flux fluorescence; actives lie on both sides | B-score at 10 µM | actives 2% (n = 130,000);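 active means signal ratio slope over the read window, or its plate-corrected B-score, at least 3 SD from the plate mean, either direction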;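 further: B-score of the F/F0 ratio slope over 7 to 12 s after thallium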
Target sequence (P48048 whole entry, looked up): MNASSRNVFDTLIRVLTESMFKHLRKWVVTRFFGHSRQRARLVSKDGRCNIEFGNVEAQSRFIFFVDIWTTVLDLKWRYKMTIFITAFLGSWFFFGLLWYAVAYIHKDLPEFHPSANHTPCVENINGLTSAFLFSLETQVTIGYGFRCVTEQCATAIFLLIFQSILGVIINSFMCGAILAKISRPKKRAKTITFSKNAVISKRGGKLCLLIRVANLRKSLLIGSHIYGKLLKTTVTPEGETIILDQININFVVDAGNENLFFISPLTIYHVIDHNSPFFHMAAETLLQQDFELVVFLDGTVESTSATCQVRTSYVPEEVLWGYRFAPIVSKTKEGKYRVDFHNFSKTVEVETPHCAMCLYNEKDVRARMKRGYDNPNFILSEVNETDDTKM
PPARg SRC3 recr: promotes SRC-3 coactivator recruitment by human PPARgamma; biochemical PPARgamma/SRC-3 coactivator recruitment assay; activation, % at 8 µM; actives 0.26% (n = 200,000); AID 731; in the data active means activation above about 23%;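 further: 0% = DMSO and 100% = reference agonist; some compounds past the cut are filed as inactive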
TR-FRET SRC-2 ct: flags TR-FRET format artefacts in PPARgamma SRC-2 recruitment agonist screen; TR-FRET artefact counter-screen; hits give high values; TR-FRET ratio at 8 µM; actives 0.4% (n = 200,000); AID 1049; in the data active means TR-FRET ratio above about 2000; further: inactives centre near 1500
* hit, by the source's call; . = not tested or not shown; & = joins results of further samples. Compounds as they come (roughly 3.7% active in at least one column).

SMILES	STAT3 act	bIAP activator	bIAP inhibitor	STAT3 inh	TNAP act hi DEA	PPARg SRC-2 ag	PPARg SRC-1 ag	STAT1 blocker	ROMK mod	PPARg SRC3 recr	TR-FRET SRC-2 ct
O=c1c2nnn(Cc3ccc(Cl)cc3)c2ncn1Cc1ccc(F)cc1	103	0.9	8	-1	1	-10	1	6	-0.12	6	1609
COC(=O)COc1ccc(NS(=O)(=O)c2cccc([N+](=O)[O-])c2)cc1	103	1.2	-21	4	1	8	6	-10	0.77	6	1530
O=C(c1cccc(COCC(F)(F)C(F)F)c1)N1CCN(c2ccccc2)CC1	101	1.1	-6	2	1	2	-1	-2	.	5	1657
CS(=O)(=O)N(CCc1ccccc1)CC(=O)Nc1ccc2c(c1)OCO2	100	0.8	16	4	1	15	4	2	-1.5	-7	1484
CCOC(=O)c1ccc(NC(=S)NCC(O)c2ccccc2)cc1 (centres undefined)	97	0.8	25	15	1	3	-5	-6	.	13	1621
Cc1cc(NS(=O)(=O)c2ccc(NC(=S)NCc3ccccc3)cc2)no1	99	0.9	11	10	1	-3	6	2	0.7	4	1483
COC(=O)Cn1c(=NC(=O)CN2C(=O)CCC2=O)sc2cc(S(N)(=O)=O)ccc21	103	0.6	41	-7	1	-3	-3	6	0.58	-4	1443
CCOc1ccc(NC(=S)Nc2ccc(Br)cc2Cl)cc1	89	1.1	-7	20	1	5	2	-8	0.75	-2	1583
O=C(Oc1ccccc1)c1c(Cl)cccc1P(=O)(O)O	101	0.9	14	3	1	-8	-1	-3	0.16	0	1479
CNC(=S)NNC(=O)c1ccccc1F	87	1.4	-40	20	1.1	-3	8	4	0.2	4	1740
CCCNc1c(N)n(-c2ccccc2)c(=O)[nH]c1=O	104	0.9	12	-5	1	-1	3	3	1.1	-3	1746
CC(=O)Nc1cccc(NC(=O)c2c(-c3ccccc3)noc2C)c1	89	0.9	13	17	1	2	5	-7	1.2	2	1623
CC(C)Cc1ccc(C(C)C(=O)Nc2ncccn2)cc1 (centres undefined)	92	1	-1	15	1.1	-5	0	4	-0.44	3	1473
Cc1ccc(/C=C/C(=O)Nn2cnnc2)cc1	94	0.9	10	6	1.1	9	-1	6	-0.93	-5	1626
CCCc1nnc(NC(=O)CN2CCOCC2)s1	106	1	-4	1	1.1	-8	-4	12	-0.18	0	1439
O=C(CCc1ccc(S(=O)(=O)NCc2ccccc2)cc1)NCc1cccnc1	91	0.9	5	8	1	1	2	6	1.1	-1	1492
CC(C)c1ccc(NC(=O)c2sccc2-n2cccc2)cc1	104	0.7	34	-3	1	2	-2	-22	0.4	-2	1410
COc1ccc2oc(=O)c(-c3nnc(N)s3)cc2c1	108	1.3	-26	-1	0.9	4	6	-22	-0.73	7	1874
Cc1ccccc1C(OCCN(C)C)c1ccccc1 (centres undefined)	100&97	1.1&1.1	-7&-11	3&5	1&1	5&2	3&-1	1&-9	-0.91	1&2	1573&1551
O=C(CSc1nc2ccccc2[nH]1)Nc1c(F)c(F)c(F)c(F)c1F	102	0.9	10	0	1	7	2	-4	0.17	5	1646
O=C1NCCN1Cc1ccccc1	99	1	5	5	1	7	3	4	.	3	1559
CC1(CC(=O)N/N=C/c2ccc(-c3ccc(Cl)cc3)o2)OCCO1	110	0.9	6	-12	1	-1	3	2	.	2	1781
Cc1cccc(-n2nc3c(c2NC(=O)c2ccc(Br)o2)CSC3)c1	102	1	0	-1	1	1	-2	-1	-0.83	-4	1691
Cc1ccccc1-c1cnn(-c2cccc([N+](=O)[O-])c2)c1N	89	0.9	9	15	1	-1	8	-8	0.14	-3	1533
Cc1ccc(C(=O)Nc2ccc(N3CCOCC3)cc2)cc1	106	0.9	7	-4	1	8	1	-28	.	3	1644
Cc1ccc(-c2nnn(CC(=O)NCc3ccccc3)n2)c(-n2cnnn2)c1	98	0.9	11	5	1	-1	-1	-10	-0.21	1	1616
C#CCOCCOCCOCCNc1nc(N2CCN(C(=O)[C@H]([C@@H](C)CC)n3cc([C@@H](N)Cc4ccc(O)cc4)nn3)CC2)nc(N2CCN(C(=O)[C@H](Cc3ccc(O)cc3)n3cc([C@@H](N)C(C)CC)nn3)CC2)n1 (some centres undefined)	.	1.3	-26	.	1	2	-2	0	.	3	1743
O=C(Nc1nc(-c2ccccn2)cs1)c1ncc(Cl)c(Cl)c1Cl	91	1.1	-11	15	1.1	1	7	-3	.	7	1520
Cc1ccc(-c2c(C(=O)Nc3ccccc3C)c(C)[nH]c(=S)c2C#N)o1	92	1.2	-16	14	1	10	20	-1	0.45	8	1686
COc1cc(CNCCSc2nnnn2C)cc(OC)c1OC	101	1	-1	3	1.1	-10	3	-7	.	-4	1655
Cc1ccccc1Nc1nc(N)nc(CN2CCN(c3ccccn3)CC2)n1	96	1	-1	9	1	14	3	8	.	8	1651
CCCc1cc(=O)n2[nH]c(NCc3c(Cl)cccc3Cl)nc2n1	103	0.9	9	3	1	-5	1	5	.	-4	1352
O=C(COc1ncnc2scc(-c3ccccc3)c12)NCCN1C(=O)CSC1=O	97	1	1	7	1	-2	1	5	-0.6	-3	1414
CCOC(=O)c1c(/N=C/c2cc([N+](=O)[O-])ccc2O)sc(C)c1C	94	0.2	.	11	0.9	1	-8	1	0.71	6	1668
Cc1nc2c(ccc3nc(NC(=O)C4CC4)sc32)s1	157*	0.8	21	-67	1	-5	-1	-61	2	-2	1508
COc1cccc(/C=N/N2C(=O)C3C4c5ccccc5C(c5ccccc54)C3C2=O)c1OC (centres undefined)	98	0.8	17	3	1.1	-1	0	-17	0.36	-4	1381
CCCc1ncc(C(O)c2cccc3ccccc23)n1C (centres undefined)	93	1	-2	11	1	2	2	6	-3.1	-4	1416
CC(NC(=O)C1CCN(S(=O)(=O)c2cnc[nH]2)CC1)c1ccccc1 (centres undefined)	101	0.5	.	7	1	3	-11	-5	0.81	-1	1450
COc1ccc(CC(=O)NCc2ccccc2)cc1S(=O)(=O)N1CCOCC1	107	0.9	9	-5	1	-2	3	-4	0.37	10	1657
CC1(C)CC(=O)C2=C(C1)N(c1cccc(Cl)c1)C(=O)NC2(C(F)(F)F)C(F)(F)F	105	1	4	-9	1	0	6	-6	-0.4	-1	1415
C#CC1(NC(=O)NC(C)(C)C)CCCCC1	105	1	0	0	1.1	1	8	-5	0.29	1	1549
O=C(CSc1ccccc1C(=O)O)NCc1ccccc1	106	1	-1	2	1	-2	2	-5	0.39	0	1592
COc1ccc(Nc2cc(C(=O)NCCCN3CCN(C)CC3)c3ccccc3n2)c(OC)c1	114	1	0	-14	1	7	6	-5	0.28	2	1531
O=C(NCCCN1CCCCCC1)C1CC(=O)N(C2CCCC2)C1 (centres undefined)	100	1.1	-8	4	1.1	1	-4	2	.	-11	1419
CCSc1nc(-c2ccc(OC)cc2)cc(-c2ccc(OC)cc2)c1C#N	95	0.9	15	6	1	6	-2	7	0.023	14	1887
CCN(CC(=O)Nc1ccccc1Br)C1CCCCC1	106	0.9	12	-8	1	8	-5	5	-0.82	0	1469
CCOC(=O)CCC(=O)Nc1ccc(S(=O)(=O)N2CCC(C)CC2)cc1	100	0.8	16	4	1	0	0	3	-0.65	-9	1581
COc1ccc(N2C(=O)CCC(C(=O)NCCN3CCOCC3)C2c2ccc(OC)c(OC)c2)cc1 (centres undefined)	106	1.1	-12	-2	1.1	-3	2	2	0.59	-2	1458
C=CCOc1c2ccc(C(=O)N(CC)c3ccc(OC)cc3)cc2nn1C	96	0.9	11	9	1	4	0	-1	.	-5	1472
O=C(CCCn1c(SCC(=O)c2ccc(F)cc2)nc2ccccc2c1=O)NCc1ccco1	96	0.9	9	6	1.1	-1	1	12	.	-2	1397
O=C(O)CC1(Cc2nc(-c3cccs3)no2)CCCC1	94	1	5	13	1	6	3	-3	.	13	1400
Cc1cc([N+](=O)[O-])nn1CCCC(=O)Nc1c(C)n(C)n(-c2ccccc2)c1=O	100	1	4	6	1	3	2	2	0.78	0	1517
CCOC(=O)N1CCN(C(=O)C2CCN(CC3CCCCC3)CC2)CC1	98	0.9	6	7	1	-1	5	-1	-0.13	-2	1412
Cn1nc(C(C)(C)C)cc1C(=O)O	103	1.2	-24	-2	1	-6	-4	-13	-0.06	2	1561
O=C(Cn1cnc2c(nnn2Cc2ccccc2)c1=O)c1ccc(Cl)cc1	103	0.9	9	1	1	3	4	-3	.	11	1436

At a glance, 10 of the compounds above:
SMILES	STAT3 act	bIAP activator	bIAP inhibitor	STAT3 inh	TNAP act hi DEA	PPARg SRC-2 ag	PPARg SRC-1 ag	STAT1 blocker	ROMK mod	PPARg SRC3 recr	TR-FRET SRC-2 ct
CCN(CC(=O)Nc1ccccc1Br)C1CCCCC1	106	0.9	12	-8	1	8	-5	5	-0.82	0	1469
CCOC(=O)CCC(=O)Nc1ccc(S(=O)(=O)N2CCC(C)CC2)cc1	100	0.8	16	4	1	0	0	3	-0.65	-9	1581
COc1ccc(N2C(=O)CCC(C(=O)NCCN3CCOCC3)C2c2ccc(OC)c(OC)c2)cc1 (centres undefined)	106	1.1	-12	-2	1.1	-3	2	2	0.59	-2	1458
C=CCOc1c2ccc(C(=O)N(CC)c3ccc(OC)cc3)cc2nn1C	96	0.9	11	9	1	4	0	-1	.	-5	1472
O=C(CCCn1c(SCC(=O)c2ccc(F)cc2)nc2ccccc2c1=O)NCc1ccco1	96	0.9	9	6	1.1	-1	1	12	.	-2	1397
O=C(O)CC1(Cc2nc(-c3cccs3)no2)CCCC1	94	1	5	13	1	6	3	-3	.	13	1400
Cc1cc([N+](=O)[O-])nn1CCCC(=O)Nc1c(C)n(C)n(-c2ccccc2)c1=O	100	1	4	6	1	3	2	2	0.78	0	1517
CCOC(=O)N1CCN(C(=O)C2CCN(CC3CCCCC3)CC2)CC1	98	0.9	6	7	1	-1	5	-1	-0.13	-2	1412
Cn1nc(C(C)(C)C)cc1C(=O)O	103	1.2	-24	-2	1	-6	-4	-13	-0.06	2	1561
O=C(Cn1cnc2c(nnn2Cc2ccccc2)c1=O)c1ccc(Cl)cc1	103	0.9	9	1	1	3	4	-3	.	11	1436
